GLS inh: glutaminase GLS (human) inhibition | GLS enzymatic activity, qHTS titration | Potency, µM (series often up to 45.5 µM), inactives show at the highest dose activity change, negative = inhibition, usual class: inhibitors | actives 0.21% (n = 410,000)
Target sequence (O94925 whole entry, looked up): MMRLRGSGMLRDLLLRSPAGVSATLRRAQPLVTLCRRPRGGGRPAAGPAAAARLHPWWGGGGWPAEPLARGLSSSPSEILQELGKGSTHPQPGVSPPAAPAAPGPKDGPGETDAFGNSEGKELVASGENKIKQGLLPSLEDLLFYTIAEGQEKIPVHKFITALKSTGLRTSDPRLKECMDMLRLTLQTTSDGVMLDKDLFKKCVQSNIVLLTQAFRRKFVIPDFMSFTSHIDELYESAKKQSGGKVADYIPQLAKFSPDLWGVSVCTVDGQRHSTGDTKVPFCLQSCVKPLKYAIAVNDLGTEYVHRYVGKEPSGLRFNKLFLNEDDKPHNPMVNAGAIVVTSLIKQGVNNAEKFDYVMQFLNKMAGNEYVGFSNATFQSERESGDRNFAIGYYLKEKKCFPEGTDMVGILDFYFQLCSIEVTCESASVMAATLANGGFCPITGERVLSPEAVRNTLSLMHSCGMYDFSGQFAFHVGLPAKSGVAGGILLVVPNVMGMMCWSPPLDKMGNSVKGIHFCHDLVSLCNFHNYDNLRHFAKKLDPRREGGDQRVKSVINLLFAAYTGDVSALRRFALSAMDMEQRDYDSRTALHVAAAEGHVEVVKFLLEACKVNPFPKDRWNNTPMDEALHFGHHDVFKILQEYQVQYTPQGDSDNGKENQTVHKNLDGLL
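hKGA; 45 mM KH2PO4 pH 8.2 + 0.02% Tween-20; cpd via pin tool; 1 mM Gln soln; GluOx/HRP/Amplex Red; RT 30 min; fluor. t0 & final.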
Tb PGK inh: blocks T. brucei phosphoglycerate kinase; PGK/GAPDH coupled, Kinase-Glo luminescence, 60 min; Potency, µM (highest dose often 57.5 µM), without a hit: at the highest dose activity change, negative = inhibition, hits mostly inhibitors; actives 0.043% (n = 380,000); AID 602233; also: nearly all actives have a fitted effect of over 60% in size
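Recombinant glycosomal PGK reaction used 1,3-bisphosphoglycerate generated in-well by GAPDH (100nM final) in 100mM TEA pH 7.6, 5mM MgCl2, 0.01% Tween-20. After 60 minutes at room temperature, ATP was read by Kinase-Glo Plus luminescence end-point.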
* hit, by the source's call; i = inactive; ? = inconclusive. Calls follow the shape of the dose curve; as a rule, active = well fitted curve in the direction sought with a large enough effect; inconclusive = small, poorly fitted or top-dose-only effect, or another doubt; inactive = no such curve, though single readings can be large; an effect the other way counts as inactive or inconclusive. % is scaled to controls: 0 for no effect and ±100 for the full control effect; potency is read from the fitted curve at half-maximal effect.

SMILES | GLS inh | Tb PGK inh
C[C@H](CO)N1C[C@H](C)[C@H](CN(C)C(=O)c2ccccn2)Oc2cc(C#Cc3ccc(F)cc3)ccc2S1(=O)=O | -4% | -9%
N#Cc1ccc(CN2CCN(C(=O)C3CC(=O)N(c4ccc5c(c4)OCCO5)C3)CC2)cc1 (configuration not stated) | -6% | -8%
C[C@@H]1CCCCO[C@@H](CN(C)C(=O)c2ccncc2)[C@@H](C)CN([C@H](C)CO)C(=O)c2cc(NC(=O)Cc3ccccc3)ccc2O1 | -6% | -2%
CCN1C(=O)[C@H]2[C@@H](c3ccc(C(F)(F)F)cc3)N[C@]3(CCCN(Cc4ccc(Br)cc4)C3=O)[C@H]2C1=O | 13% | 3%
O=C(c1cc(COc2cccc(C(F)(F)F)c2)on1)N1CCCC1 | -2% | -5%
O=C(/C=C/c1ccc2c(c1)OCO2)NCCS(=O)(=O)N1CCN(c2ccccc2)CC1 | 1% | 8%
N=c1ncn(C2OC(CO)C(O)C2O)c2nc(Br)[nH]c12 (configuration not stated) | -1% | -6%
Cc1cc(C)c(S(=O)(=O)N2CCN(C(=O)CC(C)n3nc(C)nc3C)CC2)c(C)c1 (configuration not stated) | 0% | 5%
Cc1ccc(C(=O)O)cc1NC(=O)CCc1c(C)noc1C | 1% | 1%
CC1(C)OC(=O)NC1c1ccccc1 (configuration not stated) | -4% | -1%
Cc1nc(N(C)C2CCCCC2)c2nnn(Cc3ccc(F)cc3)c2n1 | -3% | 4%
Cc1ccc(S(=O)(=O)NN=Cc2c(O)ccc3ccccc23)cc1 | 29% | -3%
COc1ccccc1C(=O)NCCCNc1nc2cc(C)cc(C)c2cc1C#N | -1% | 1%
CC(C)(C)OC(=O)NCCCCCNC(=O)c1ncn2c1c(=O)[nH]c1ccccc12 | 0% | i
O=C(O)Cn1ccc2cc(S(=O)(=O)N3CCCCC3)ccc21 | -2% | 7%
CCC[C@H]1CN(c2ccc(Br)cc2)C(=O)[C@@H]1CC(=O)Nc1ccc(OC)cc1 | -7% | -4%
Cc1ccc(Cc2c(-c3ccc(Cl)cc3)nc3cc(C)ccn23)cc1 | 3% | -1%
COc1ccc(Nc2cc(C)nc3ccc(C)cc23)cc1 | 4% | 1%
O=C(OCc1ccccc1)N1CCC2CC1c1cc(N3CCN(S(=O)(=O)c4cccc(C(F)(F)F)c4)CC3)ccc12 (configuration not stated) | 10% | 4%
COc1cc(/C=C/C(=O)OCC(=O)N2CCc3ccccc32)cc(OC)c1OC | -1% | -8%
O=C(C[C@@H]1C[C@@H]2c3cc(NS(=O)(=O)c4ccc(F)cc4)ccc3O[C@@H]2[C@H](CO)O1)N1CCc2ccccc2C1 | 18% | 3%
COc1ccc(S(=O)(=O)N(C)C[C@H]2OCCCC[C@@H](C)Oc3ccc(NC(=O)CCC(F)(F)F)cc3C(=O)N([C@H](C)CO)C[C@@H]2C)cc1 | 0% | i
C[C@H]1Cn2cnc(C(=O)NCC(=O)OC(C)(C)C)c2C(=O)N1 | -7% | -4%
Cc1ccc(NC(=O)CSc2nnc3ccccn23)c(Cl)c1 | -3% | -7%
CCN(CC)S(=O)(=O)c1ccc(N2CCCCC2)c(NC(=O)C2CSC3(C)CCC(=O)N23)c1 (configuration not stated) | 2% | 0%
Cc1cc(C)cc(-n2ncc3c2CCCC3NC(=O)c2ccccc2)c1 (configuration not stated) | 5% | -3%
COCOCCn1cc(CN2CCS(=O)(=O)N(Cc3ccc(-c4ccc(F)nc4)cc3)C(CC(C)C)C2=O)nn1 (configuration not stated) | ? | -6%
O=C(COC(=O)c1ccc(S(=O)(=O)N2CCCCCC2)cc1)Nc1ccccc1C(F)(F)F | 1% | -4%
O=C(Nc1ccc2c(c1)OCCO2)c1c(Cl)cccc1Cl | -1% | -4%
COc1cc(NC(=O)C(C)(C)C)c(C(=O)OCC(=O)Nc2cc(C)on2)cc1OC | 1% | 5%
COc1cccc(S(=O)(=O)N(C)C[C@@H]2Oc3ncc(C#CCN(C)C)cc3C(=O)N([C@H](C)CO)C[C@H]2C)c1 | -2% | 5%
Cc1cccc(C(=O)NC2CCN(CC(=O)Nc3cccc(Cl)c3)CC2)c1 | 0% | i
C[C@H]1CCCCO[C@H](CN(C)C(=O)Nc2ccc(F)cc2)[C@@H](C)CN([C@@H](C)CO)C(=O)c2cc(NC(=O)Nc3ccc4c(c3)OCO4)ccc2O1 | 5% | 1%
CCc1cccc(NC(=O)CSc2nc(C)cs2)c1 | -1% | -8%
Cc1[nH]c2ccccc2c(=O)c1CNCc1ccccc1 | 1% | 3%
O=c1cnc2ccccc2n1Cc1ccccc1 | 15% | 0%
CC1NC(=O)c2cc3ccccc3cc2-n2c1nc1cc(Cl)ccc1c2=O (configuration not stated) | 0% | -10%
Cc1nc2cc3c(=O)n(C)cnc3cc2n1Cc1ccccc1 | 2% | -10%
CC(C)c1csc(CN2CCC(C(=O)Nc3cccc(-c4ccco4)c3)CC2)n1 | -1% | 4%
C[C@H]1CN([C@@H](C)CO)C(=O)c2cc(-c3cccc(C(=O)N(C)C)c3)cnc2O[C@H]1CN(C)C(=O)Cc1ccccn1 | -8% | i
Cc1ccc(C(=O)OCC(=O)Nc2ccc(C)c(S(=O)(=O)N3CCCCC3)c2)c(O)c1 | -1% | -1%
CC(=O)c1ccc(N2CCN(C(=O)CNC(=O)c3ccc(Br)o3)CC2)cc1 | 6% | -5%
COc1ccc(CN(C)C[C@@H]2OCc3cnnn3CCCC(=O)N([C@H](C)CO)C[C@H]2C)cc1 | -6% | -12%
C[C@@H]1CN([C@H](C)CO)S(=O)(=O)c2ccc(C#CC3CCCCC3)cc2O[C@H]1CN(C)C(=O)Cc1ccncc1 | -1% | i
C[C@H](CO)N1C[C@H](C)[C@@H](CN(C)C(=O)C2CC2)OCc2cnnn2CCCC1=O | 0% | -4%
COc1cc(NC(=O)CN2CCN(C(=O)c3ccco3)CC2)c(C)cc1[N+](=O)[O-] | -1% | -2%
CC1C(=O)N(Cc2cn(CC3CCCCC3)nn2)CCS(=O)(=O)N1Cc1ccc(-c2cccc(N(C)C)c2)cc1 (configuration not stated) | -8% | -1%
CCc1cc(-c2nnn(CCC3COCCO3)c2CC)ccc1-c1cn(CCc2c[nH]c3ccccc23)nn1 (configuration not stated) | 3% | -10%
COCCCN(C(=O)C1=COCCO1)c1c(N)n(Cc2ccccc2)c(=O)[nH]c1=O | 3% | i
COc1cc(/C=C/C(=O)OCC(=O)N2CC(C)OC(C)C2)ccc1OCC#N (configuration not stated) | -2% | -11%
C[C@H](CO)N1C[C@H](C)[C@@H](CN(C)Cc2cccnc2)Oc2cc(-c3cccnc3)ccc2S1(=O)=O | 0% | -1%
CCOC(=O)C(CC1=CS(=O)(=O)c2ccc(Cl)cc21)(NC(C)=O)C(=O)OCC | -1% | i
C[C@@H]1CN([C@@H](C)CO)C(=O)CCCn2cc(nn2)CO[C@H]1CN(C)S(=O)(=O)c1cccs1 | -6% | -2%
NC(=O)c1ccc(NC(=O)COC(=O)c2ccccc2SCC(=O)N2CCCC2)cc1 | 2% | 5%
CCC(CC)c1nnc(NC(=O)CSCc2c(C)noc2C)s1 | 0% | 1%
O=S1(=O)CC(N2CCCCC2)C1CN1CCCCC1 (configuration not stated) | 1% | 4%
COC(=O)C[C@H]1C[C@H]2c3cc(NC(=O)C4CCOCC4)ccc3O[C@H]2[C@H](CO)O1 | -2% | 2%
O=C(NCCCN1CCOCC1)C(=O)NCC1OCCN1S(=O)(=O)c1ccc(Cl)cc1 (configuration not stated) | 1% | 9%
CCCCN1C(=O)C(CC(=O)NC2CCCCC2)CC(C(=O)N(CC)CC)=C1C (configuration not stated) | 13% | -3%
COc1ccc(C#Cc2cnc3c(c2)C(=O)N([C@H](C)CO)C[C@H](C)[C@@H](CN(C)C(=O)Nc2cccc(OC)c2)O3)cc1 | 5% | -2%

Carrying on.
SMILES | GLS inh | Tb PGK inh
C[C@H]1CN(C2CCCCC2)C(=O)[C@@H]1CC(=O)Nc1ccc(Br)cc1 | -1% | i
COc1ccc(C(=O)Oc2ccc(C)cc2)cc1S(=O)(=O)N1CCOCC1 | 0% | i
CC(=O)N1c2ccc(S(=O)(=O)NCCC(=O)Nc3ccc(Cl)cc3)cc2CC1C (configuration not stated) | -3% | 10%
N#Cc1ccc(Cl)cc1NC(=O)CN1C(=O)C(=O)N(CCC2=CCCCC2)C1=O | -5% | 0%
CCOc1ccccc1N(CC(=O)N1CCN(Cc2ccccc2)CC1)S(=O)(=O)c1ccccc1 | -2% | -2%
O=C1OCCC1=COCCCCCCOC=C1CCOC1=O | 0% | -1%
Cc1c(NC(=O)COC(=O)/C=C/c2cccc(F)c2)c(=O)n(-c2ccccc2)n1C | -1% | -9%
C[C@@H]1CCCCO[C@@H](CN(C)C(=O)Cc2ccccc2)[C@@H](C)CN([C@H](C)CO)C(=O)c2cc(NC(=O)C3CCCCC3)ccc2O1 | 1% | -10%
CN[C@H]1C[C@H]2c3[nH]c4ccc(-c5ccc(OC)cc5)cc4c3CCN2C(=O)[C@H]1[C@H](C)O | -11% | 0%
COc1cccc(S(=O)(=O)Nc2ccc3c(c2)[C@@H]2C[C@H](CC(=O)NCCc4ccccc4)O[C@H](CO)[C@@H]2O3)c1 | -2% | 0%
CC(C)(C)Cc1c(-c2ccc(Br)cc2)nc2ccc(Br)cn12 | 3% | i
COc1ccc(CN(C)[C@H]2C[C@H]3c4[nH]c5ccccc5c4CCN3C[C@H]2[C@H](C)O)cc1 | 0% | -3%

Entries shown so far with a COOH group:
SMILES | GLS inh | Tb PGK inh
Cc1ccc(C(=O)O)cc1NC(=O)CCc1c(C)noc1C | 1% | 1%
O=C(O)Cn1ccc2cc(S(=O)(=O)N3CCCCC3)ccc21 | -2% | 7%

More entries
SMILES | GLS inh | Tb PGK inh
O=P(C(=S)Nc1ccccc1Cl)(c1ccccc1)c1ccccc1 | 9% | -3%
COc1ccc(N2CCN(C(=O)c3ccc4c(c3)NC(=O)C(CSCc3ccccc3F)N4)CC2)cc1 (configuration not stated) | 21% | i
Cc1ccc(S(=O)(=O)N2CC3(O)CN(C(=O)OC(C)C)N(C(=O)OC(C)C)CC3(OC(=O)Nc3c(C)noc3C)C2)cc1 (configuration not stated) | 2% | -1%
Cc1ccc2c(c1)CO[C@@]21O[C@H](CCO)C[C@H](O)[C@H]1O | 0% | -6%
C[C@@H]1CN([C@@H](C)CO)C(=O)CCCn2nncc2CO[C@@H]1CN(C)S(=O)(=O)c1cn(C)cn1 | -2% | 6%
Cc1ccccc1-c1cnc2c(c1)C(=O)N([C@H](C)CO)C[C@@H](C)[C@H](CN(C)C(=O)c1ccncc1)O2 | -8% | 9%
Cc1ccc(C(=O)N[C@H](C(=O)Nc2cccc(S(=O)(=O)N3CCOCC3)c2)C(C)C)cc1 | -8% | -3%
C[C@H](O)[C@@H]1C(=O)N2CCc3ccc(-c4ccccc4)cc3[C@@H]2C[C@@H]1N(C)C(=S)Nc1ccc(F)cc1 | 7% | -5%
O=C1C(=Cc2ccccn2)CCc2ccccc21 | -2% | -11%
O=C(CN1C(=O)c2cccc([N+](=O)[O-])c2C1=O)N1CCc2ccccc2C1 | -7% | -5%
COc1cccc(CNC(=O)c2ccc(CS(=O)Cc3ccccc3Cl)o2)c1 (configuration not stated) | 3% | -10%
O=C(Nc1ccc2c(c1)[C@@H]1C[C@@H](CC(=O)N3CCOCC3)O[C@@H](CO)[C@@H]1O2)NC1CCCC1 | -3% | -10%
C[C@H](CO)N1C[C@H](C)[C@H](CN(C)C(=O)C2CC2)OCc2cnnn2CCCC1=O | -1% | -6%
CC(C)(C)OC(=O)N1Cc2cc3ccccc3nc2C1 | -1% | -3%
CSc1ncnc2c1ncn2CCCN(C)CCc1ccccn1 | -1% | -7%

By substructure, the entries above containing a Cl atom (eleven)
SMILES | GLS inh | Tb PGK inh
Cc1ccc(Cc2c(-c3ccc(Cl)cc3)nc3cc(C)ccn23)cc1 | 3% | -1%
Cc1ccc(NC(=O)CSc2nnc3ccccn23)c(Cl)c1 | -3% | -7%
O=C(Nc1ccc2c(c1)OCCO2)c1c(Cl)cccc1Cl | -1% | -4%
Cc1cccc(C(=O)NC2CCN(CC(=O)Nc3cccc(Cl)c3)CC2)c1 | 0% | i
CC1NC(=O)c2cc3ccccc3cc2-n2c1nc1cc(Cl)ccc1c2=O (configuration not stated) | 0% | -10%
CCOC(=O)C(CC1=CS(=O)(=O)c2ccc(Cl)cc21)(NC(C)=O)C(=O)OCC | -1% | i
O=C(NCCCN1CCOCC1)C(=O)NCC1OCCN1S(=O)(=O)c1ccc(Cl)cc1 (configuration not stated) | 1% | 9%
CC(=O)N1c2ccc(S(=O)(=O)NCCC(=O)Nc3ccc(Cl)cc3)cc2CC1C (configuration not stated) | -3% | 10%
N#Cc1ccc(Cl)cc1NC(=O)CN1C(=O)C(=O)N(CCC2=CCCCC2)C1=O | -5% | 0%
O=P(C(=S)Nc1ccccc1Cl)(c1ccccc1)c1ccccc1 | 9% | -3%
COc1cccc(CNC(=O)c2ccc(CS(=O)Cc3ccccc3Cl)o2)c1 (configuration not stated) | 3% | -10%

Bioassay records deposited in PubChem by National Center for Advancing Translational Sciences (NCATS).

An excerpt; the hit share may differ from the screen's.
